MLLE-PAM2 inh – inhibitors of microRNA-mediated deadenylation, human PABP1 MLLE binding; P11940; GST-MLLE / FITC-PAM2 fluorescence polarization; inhibition, % at 20 µM; hit rate 0.36% among 360,000; AID 588489; in the data active = inhibition above about 35%, passing the limit was not always enough;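 note: plate controls were DMSO wells with GST-MLLE for no effect and wells lacking GST-MLLE protein for full effect; some results filed as inactive read as strong as hits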
Target sequence (P11940 whole entry, looked up): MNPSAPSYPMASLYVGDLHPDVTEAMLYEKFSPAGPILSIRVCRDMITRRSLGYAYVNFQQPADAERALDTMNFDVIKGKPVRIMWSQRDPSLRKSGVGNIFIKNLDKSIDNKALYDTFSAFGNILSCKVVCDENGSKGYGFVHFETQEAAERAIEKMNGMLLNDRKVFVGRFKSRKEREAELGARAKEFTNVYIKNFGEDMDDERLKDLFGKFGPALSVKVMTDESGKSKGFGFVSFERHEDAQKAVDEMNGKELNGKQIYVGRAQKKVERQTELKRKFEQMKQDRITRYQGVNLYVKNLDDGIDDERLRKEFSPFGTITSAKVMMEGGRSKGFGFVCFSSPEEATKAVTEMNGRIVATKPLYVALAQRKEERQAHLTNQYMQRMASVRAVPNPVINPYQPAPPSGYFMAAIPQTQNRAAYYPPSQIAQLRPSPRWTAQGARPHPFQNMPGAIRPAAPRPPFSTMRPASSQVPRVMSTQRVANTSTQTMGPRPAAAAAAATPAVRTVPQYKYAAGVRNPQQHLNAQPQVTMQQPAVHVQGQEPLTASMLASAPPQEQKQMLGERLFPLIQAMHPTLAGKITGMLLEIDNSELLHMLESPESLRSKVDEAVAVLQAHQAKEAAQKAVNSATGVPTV
bovine MsrA act – bovine methionine sulfoxide reductase A activation; hit rate 0.3% among 360,000; purified bovine MsrA, absorbance read-out; activation, % at 10.6 µM; in the data active = activation above about 7.5%;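 note: 0% = vehicle and 100% = reference activator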
E coli Lon inh – inhibits E. coli Lon protease | P0A9M0 | purified E. coli Lon protease, fluorescence polarization | inhibition, % at 7.94 µM | hit rate 0.42% among 360,000; in the data active = inhibition above about 13%, passing the limit was not always enough;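 note: 0% = enzyme with probe and DMSO and 100% = no enzyme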
Rin1-Abl PPI inh – blocks binding of human Rin1 to Abl; P00519+Q13671; TR-FRET Rin1/Abl binding, biochemical; inhibition, % at 7.35 µM; hit rate 0.4% among 360,000; AID 588664; in the data active = inhibition above about 5%, passing the limit was not always enough
Neddyl block – blocks human cullin neddylation | P61081+Q13564 | TR-FRET cullin neddylation, biochemical | calls only at 25 µM | hit rate 0.58% among 360,000 | AID 651699; in the data active = inhibition above about 36%
CSN inh – CSN deneddylation inhibition; Q92905; inhibition, % at 12.5 µM; hit rate 0.38% among 360,000; Purified CSN, SCF-Nedd8-OG deneddylation, fluorescence polarization;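 active = pattern-corrected inhibition above about 35%, with an unprinted fluorescence ratio check between 0.5 and 1.5, limit read from the data, passing the limit was not always enough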;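 note: 0% = enzyme with substrate and 100% = substrate without enzyme; some results filed as inactive read as strong as hits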
Target sequence (Q92905 whole entry, looked up, one chain of several): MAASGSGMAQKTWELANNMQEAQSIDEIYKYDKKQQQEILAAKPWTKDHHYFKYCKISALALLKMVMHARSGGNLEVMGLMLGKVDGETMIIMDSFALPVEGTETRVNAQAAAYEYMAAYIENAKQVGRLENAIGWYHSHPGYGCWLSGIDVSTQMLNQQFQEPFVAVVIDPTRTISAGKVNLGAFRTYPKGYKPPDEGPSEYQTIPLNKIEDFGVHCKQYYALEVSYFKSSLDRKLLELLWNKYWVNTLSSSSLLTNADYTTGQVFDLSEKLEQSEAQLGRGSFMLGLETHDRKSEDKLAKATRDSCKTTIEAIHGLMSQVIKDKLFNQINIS
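assay system = purified human Csn5 enzyme expressed in HEK293T cells | amount = 0.24 nM enzyme | buffer or medium = Tris/NaCl/DTT buffer, pH 7.5 | reagent = 10 nM SCFSkp2-Nedd8OG | compound = one concentration, 12.5 µM, 0.25% DMSO | times = 90 min reaction at room temperature | signal = FP | read-out basis = % inhibition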
MsrA inhibitor – inhibits bovine methionine sulfoxide reductase A; AID 651718; inhibition, % at 15.5 µM; purified bovine MsrA, absorbance read-out; hit rate 0.75% among 360,000; in the data active = inhibition above about 4.5%;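 note: 0% = vehicle wells with enzyme and 100% = reference inhibitor wells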
TbMetRS inhib – Trypanosoma brucei MetRS inhibition; purified T. brucei MetRS, ATP depletion, Kinase-Glo luminescence; inhibition, % at 11.9 µM; hit rate 0.4% among 360,000; AID 624268;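 active = inhibition above a per-plate cutoff of the control wells' mean inhibition plus 3 SD, cut at about 5.5% in these data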;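 note: 0% = DMSO wells median and 100% = median of wells with control inhibitor compound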
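Material – parasite MetRS enzyme · Medium – HEPES-MgCl2-KCl buffer plus DTT, spermine, BSA, pyrophosphatase · Reagent – ATP, methionine and E. coli bulk tRNA substrates · Times – 15 min enzyme-compound preincubation, 2 h reaction, 10 min detection, 25 °C · Measured by – luminescence of leftover ATP · Evaluation – percent inhibition relative to median high and low control wells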
FAS TE block – blocks the thioesterase domain of human fatty acid synthase | P49327 | recombinant FAS-TE, OMFH fluorogenic substrate, fluorescence endpoint | inhibition, % at 15 µM | hit rate 0.67% among 360,000;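 active = compounds whose normalised, plate-corrected inhibition of enzyme fluorescence in the single-dose primary screen is 50% or more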;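 note: 0% = DMSO with enzyme and 100% = substrate without enzyme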
The depositor's hits bear a star; i = inactive; nt = not tested or not shown; + = active, no number. Compounds were not picked by outcome, and some 4% of all compounds hit somewhere here.

SMILES	MLLE-PAM2 inh	bovine MsrA act	E coli Lon inh	Rin1-Abl PPI inh	Neddyl block	CSN inh	MsrA inhibitor	TbMetRS inhib	FAS TE block
COc1ccc(C2=Nc3ccccc3N(C(=O)c3ccc(C)cc3)C2C(=O)NCc2ccccc2)cc1 (stereo not drawn)	nt	nt	nt	nt	i	-3	2.6	-0.5	nt
Cc1ccc(P(C)(=O)c2ccc(C)cc2)cc1	1	1	-1	1	i	2	0.8	-0.5	3
CC(C)NC(=S)NC(=O)/C=C/c1cccc2ccccc12	5	-5	-9	-1	i	-11	-0.1	-0.4	12
Cc1ccn2c(NCc3ccc4c(c3)OCO4)c(-c3ccc(O)cc3)nc2c1	9	-6	-9	1	nt	-3	0.4	-0.3	-1
COc1ccc(CNC(=O)c2c(F)c(F)c(F)c(F)c2F)cc1	1	-3	-6	1	i	-1	0.9	0.1	11
CC(C)=CCN1CCN(Cc2cc3ccccc3[nH]2)CC1CCO (stereo not drawn)	-5	-2	-2	0	i	-4	-1.0	-1.1	-6
COc1ccccc1NS(=O)(=O)c1ccc(N2CCOCC2)c(NC(=O)c2ccco2)c1	-9	-11	-1	1	i	-4	-0.9	-0.8	1
COc1cccc(NC(=S)N2c3ccccc3CC2C)c1 (stereo not drawn)	-26	-3	12	-2	i	0	-0.1	-0.2	7
CCOc1ccccc1N1CCN(C(=O)c2c(-c3c(F)cccc3Cl)noc2C)CC1	-4	-1	-15	1	i	3	-0.7	-0.3	7
CC(C)(C)NC(=O)CN(Cc1cccs1)C(=O)CN1C(=O)C(=O)c2ccccc21	-12	-6	-4	-3	i	0	-1.0	-1.6	-4
Cc1nonc1OC(C)CNCCNc1ccc([N+](=O)[O-])cc1 (stereo not drawn)	2	-11	1	-2	i	-4	0.6	-1.0	5
O=C(NC(=S)Nc1ccccc1CO)C1CCCCC1	12	-3	-8	3	i	3	-1.2	-0.2	-6
Cc1nc(N2CCOCC2)c(C#N)c2c1COC(C)(C)C2	5	-2	-5	-1	nt	0	1.0	-0.5	-10
O=C(CCN1CCc2ccccc2C1)Nc1ccc(F)cc1	7	-9	-7	4	i	1	-0.2	-1.9	-5
Cc1ccccc1N1CCN(C2CCCN(C(=O)CSc3ccccn3)C2)CC1 (stereo not drawn)	7	-3	-14	1	i	-3	0.6	-0.3	-3
C/C=C1\NC(=O)[C@H](C)NC(=O)[C@@H](NC(=O)[C@@H](Cc2ccc(O)cc2)NC(=O)[C@@H](NC(=O)/C(C)=C/C)C(C)C)[C@@H](C)OC(=O)[C@H](CCCCc2ccc(O)cc2)NC(=O)[C@@H](CCC(=O)OC)NC1=O	18	-3	-4	3	i	3	0.0	0.5	-8
CC(NC(=O)CSc1nc2c(cc1C#N)CN(C)CC2)c1ccccc1 (stereo not drawn)	15	-3	-5	-8	i	-5	1.1	0.0	-8
COC(=O)c1ccc(-c2ncc[nH]2)cc1	12	-11	5	-4	nt	-5	-0.3	-0.7	-12
C[C@H](CO)N1C[C@H](C)[C@H](CN(C)C(=O)CCC(F)(F)F)OCc2cnnn2CCCC1=O	-9	-7	-7	0	i	5	1.0	0.4	-8
Cc1nc(N2CCCCC2)[nH]c(=O)c1CN(C)N=O	-5	-12	-5	1	i	1	0.5	-0.4	-5
C/C(=N\NC(=O)c1ccc(N(C)C)cc1)c1cccnc1	5	-8	-5	-1	i	4	2.9	-0.5	-6
O=C(CCNC(=O)c1ccc(Br)cc1)NCc1ccco1	3	-4	-1	1	i	-3	0.6	0.1	-4
O=C(NCc1ccco1)c1ccc(CS(=O)c2ccccc2Cl)o1 (stereo not drawn)	7	-10	-9	2	i	-1	-0.3	-0.2	-5
COc1cccc(C(=O)NCCS(=O)(=O)N2CC(C)CC(C)C2)c1 (stereo not drawn)	2	-1	2	-5	i	2	0.4	-0.4	2
CCCn1nnnc1NCc1c(F)cccc1Cl	-11	5	4	0	i	-5	-0.8	-0.8	-3
CC(=O)c1ccc(N(CC(=O)NC2CCCC2)C(=O)CCC(=O)Nc2cc(C)on2)cc1	8	-5	0	-2	i	-2	0.4	-0.3	-2
CCN(CC)Cc1cc(CC(C(N)=O)C(N)=O)ccc1OC	3	-4	-4	-3	i	4	0.0	-0.2	-5
CN(C)S(=O)(=O)c1cccc(-c2nn(-c3ccccc3)cc2/C=C2\SC(=S)NC2=O)c1	-82	-12	-52	3	i	22	0.2	-0.4	40
COc1c(O)cccc1-c1nnn(CCC(=O)OCC(=O)c2ccccc2)n1	3	0	-4	-2	i	-5	-1.2	-0.5	8
O=C(NNC1CCN(Cc2ccccc2)CC1)c1ccccc1	7	-1	-10	1	i	-2	-0.4	-0.1	-8
COc1ccc(NC(=O)c2ccco2)cc1NC(=O)c1ccc(C#N)cc1F	4	-8	-15	0	i	4	-0.4	-1.2	5
CC(=O)c1ccc(NC(=O)CCNS(=O)(=O)c2cc(Br)cnc2N)cc1	-6	-1	1	-1	i	0	0.5	2.4	-1
COc1ccc(-c2cn(Cc3ccc4c(c3)C(=O)c3ccccc3C4=O)nn2)cc1	6	-5	3	0	i	-1	-1.3	-0.4	-9
CC(=O)N1CCCc2cc(S(=O)(=O)CCC(=O)N3CCN(c4cccc(C)c4)C(C)C3)ccc21 (stereo not drawn)	2	-1	4	-1	i	3	0.3	-0.6	-3
CCCn1c(N)c(C(=O)COc2ccc(Br)cc2F)c(=O)n(C)c1=O	2	-1	4	1	i	-3	-0.3	0.7	8
CCOC(=O)C(=CNc1nc(-c2ccccc2)c(C(=O)Nc2ccc(-c3ccccc3)cc2)s1)C(=O)OCC	-13	-2	7	-1	i	0	-0.2	-0.3	15
CNc1ccc(/C=C\CCCO)cn1	-4	-8	-3	1	nt	-3	3.6	-0.4	-11
COc1cc2c(cc1OC)C(C1C(=O)CC(C)(C)CC1=O)N(C(=O)CCl)CC2 (stereo not drawn)	-1	-4	3	2	+	0	0.0	-0.2	-4
Cc1ccc(S(=O)(=O)CCC(=O)N2CCc3ccccc32)cc1	16	1	2	5	i	2	0.0	0.1	0
Clc1ccc(Cc2nc(-c3ccncc3)no2)cc1	-14	-3	-2	4	i	-2	-0.3	0.0	18
Cc1sc2ncn(CC(=O)N3CCCCC3)c(=O)c2c1S(=O)(=O)N1CCC(C)CC1	-9	-1	-8	1	i	3	-0.3	0.4	0
COc1cc(C(=O)Oc2cccc(Nc3ncnc4ccccc34)c2)cc(OC)c1OC	2	-1	14	-3	nt	6	1.4	-0.6	19
c1cncc(C(c2nnnn2C2CCCCC2)N2CCN3CCCC3C2)c1 (stereo not drawn)	6	-2	4	-2	i	5	0.5	-1.0	-2
CCC(CC)NC(=O)Nc1ccccc1C(F)(F)F	-3	-5	-10	-4	i	-5	-0.2	-0.2	-5
O=C(CSc1nc2ccccc2c(=O)n1-c1ccc(F)cc1)NCc1ccco1	-19	-1	6	2	i	5	nt	0.2	0
COc1ccc(Oc2nc(-c3ccccc3)ncc2C(=O)O)cc1	-8	6	1	6	i	-6	1.1	-0.8	-4
COc1cc(C)c(Cl)cc1S(=O)(=O)n1cnc(C)c1	-10	-2	-5	-2	i	2	-1.2	-0.1	-4
O=C(Nc1ccc2oc(=O)ccc2c1)c1cccnc1Cl	13	-1	5	1	i	4	1.2	0.3	-6
Cc1noc(C)c1COc1ccccc1C(=O)N1CCN(S(=O)(=O)c2ccc(C(C)C)cc2)CC1	13	-1	-3	3	i	3	0.9	0.3	12
O=C1N=C(N2CCCCC2)S/C1=C\c1ccncc1	-1	-3	3	1	i	0	2.2	-0.4	-3

Carrying on:
SMILES	MLLE-PAM2 inh	bovine MsrA act	E coli Lon inh	Rin1-Abl PPI inh	Neddyl block	CSN inh	MsrA inhibitor	TbMetRS inhib	FAS TE block
CCCCCC(=O)Nc1ccc(-c2nnc3n2CCCCC3)cc1	-13	-3	4	1	i	3	-1.1	0.0	-3
COc1ccccc1N1CCN(C(=O)c2ccc(S(=O)(=O)N3CCCC3)cc2)CC1	0	3	5	2	i	4	0.4	-1.2	0
COc1ccc(NC(=O)CC2C(=O)N(c3ccc(OC)cc3)C(=S)N2NC(=O)c2cccc(F)c2)cc1 (stereo not drawn)	-5	-4	8	0	i	-5	-0.7	0.7	-5
O=C1CN(C(=O)CSc2nc(-c3ccccc3)cs2)c2ccccc2N1	6	-5	-22	-3	i	-2	0.7	-0.5	-1
Cc1csc(SCC(=O)Nc2cc(S(=O)(=O)N(C)C)ccc2C)n1	4	-3	3	2	i	1	0.4	-0.3	-5
Cc1ccccc1NC(=O)CN1C(=O)c2cccnc2Oc2ccc(Cl)cc21	-5	-1	-4	0	i	1	-0.7	-0.1	12
CCC(=O)N1CCN(c2ccc(NC(=O)c3cc4ccccc4o3)cc2)CC1	1	-2	-8	-2	i	-4	0.4	-0.6	1
COC(C(=O)C(O)C(C)O)C1Cc2cc3cc(OC4CC(OC5CC(O)C(O)C(C)O5)C(O)C(C)O4)c(C)c(O)c3c(O)c2C(=O)C1OC1CC(OC2CC(OC3CC(O)C(OC)C(C)O3)C(O)C(C)O2)C(O)C(C)O1 (stereo not drawn)	-1	-2	-18	13*	i	-3	0.3	-0.3	-6
CCn1ccnc1C(O)(c1ccccc1)c1ccccc1	4	-4	-1	-5	i	2	0.8	-0.8	-5
COC(=O)c1c(C)[nH]c(C(=O)CC#N)c1C	-10	-2	2	3	i	2	-0.8	-0.2	-4
CC(=O)c1c(C)nc2nonc2c1N	-6	-2	-8	-5	i	-4	0.2	-0.7	-8
COc1ccc(CCNC(=O)C2CCN(S(C)(=O)=O)CC2)cc1OC	-4	-11	-16	-4	i	0	-0.5	-1.2	-9
CC[C@]12c3[nH]c4cc(CCC(=O)N(C)C)ccc4c3CCN1C(=O)[C@@H](CC(=O)NCCC1=CCCCC1)C[C@@H]2C(=O)N1CCN(C(=O)C2CC2)CC1	0	-1	-2	-2	i	3	-0.5	0.4	-10
COc1ccccc1CNC(=O)C(C)NS(=O)(=O)c1ccc(Br)cc1 (stereo not drawn)	11	-8	-4	1	i	-1	-0.4	-1.6	-4
CC[C@]12c3[nH]c4ccc(Cl)cc4c3CCN1C(=O)[C@@H](CC(=O)NCc1ccco1)C[C@@H]2C(=O)N1CCN(C(=O)C2CC2)CC1	-2	-6	3	1	i	0	-0.2	-0.6	-3
CN1C(=O)CC(NNC(=O)c2ccc(Cl)cc2)C1=O (stereo not drawn)	-7	-1	-4	-3	i	-4	0.5	0.3	-6
COc1ccc(S(=O)(=O)N2CCCCC2c2cc(C(=O)N3CCOCC3)no2)cc1 (stereo not drawn)	6	-10	2	3	i	3	0.3	-0.6	-7
Cc1c(CN2CC[C@@H](N3CCN(c4ccccn4)CC3)[C@H](O)C2)[nH]c2ccc(F)cc12	5	-9	0	0	i	2	-1.1	-0.9	2
COc1cc(OC)c(OC)cc1CNC(=O)c1cc(=O)c2ccccc2o1	-21	-1	-3	3	i	1	0.9	0.3	1

Source: PubChem
